Screening data deposited in PubChem BioAssay by Sanford-Burnham Center for Chemical Genomics.
MPTP block – mitochondrial permeability transition pore inhibitors, primary screen, biochemical, isolated mouse mitochondria, absorbance | Ca2+ swelling absorbance, 30 min | inhibition, % at 10 µM | 360,000 compounds, 1.4% hits;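 active means inhibition of 50% or more, scaled per plate between neutral and stimulator controls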;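 further: 0% = DMSO wells given calcium and 100% = 1 mM EGTA wells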
EBI2 antag – EBI2 receptor antagonists, beta-arrestin recruitment, primary screen, cell-based, luminescence, 7a,25-OHC stimulation, uHTS | G-protein coupled receptor 183 (Homo sapiens), P32249 | 7a,25-OHC stimulated | inhibition, % at 5 µM | 360,000 compounds, 0.81% hits; in the data active means inhibition above about 38%;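 further: enzyme fragment complementation signal reports receptor beta-arrestin coupling in cells; 0% = agonist plus DMSO wells and 100% = wells without agonist; some results beyond the cut were filed as inactive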
Target sequence (P32249 whole entry, looked up, the tested form may be a part): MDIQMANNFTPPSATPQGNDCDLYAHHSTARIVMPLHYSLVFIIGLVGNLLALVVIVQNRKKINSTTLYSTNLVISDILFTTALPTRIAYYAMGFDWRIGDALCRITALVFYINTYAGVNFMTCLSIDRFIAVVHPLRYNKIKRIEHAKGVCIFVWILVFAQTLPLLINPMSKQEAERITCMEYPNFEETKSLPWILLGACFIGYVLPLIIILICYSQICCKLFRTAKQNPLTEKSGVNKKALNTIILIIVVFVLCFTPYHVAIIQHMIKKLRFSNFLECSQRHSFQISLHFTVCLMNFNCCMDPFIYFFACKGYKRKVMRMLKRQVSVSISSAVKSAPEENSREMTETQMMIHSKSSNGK
CXCR6 block – CXCR6 receptor inhibitors, primary screen, cell-based, beta-arrestin, luminescence, CHO-K1 PathHunter, 1536-well; C-X-C chemokine receptor type 6 (Homo sapiens), O00574; inhibition, % at 20 µM; 360,000 compounds, 0.36% hits; AID 602244, 2012; in the data active means inhibition above about 34%, passing the limit was not always enough;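 further: antagonist mode with CXCL16 agonist at 10 nM final; 0% = 10 nM CXCL16 with DMSO and 100% = unstimulated wells without agonist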
Target sequence (O00574 whole entry, looked up): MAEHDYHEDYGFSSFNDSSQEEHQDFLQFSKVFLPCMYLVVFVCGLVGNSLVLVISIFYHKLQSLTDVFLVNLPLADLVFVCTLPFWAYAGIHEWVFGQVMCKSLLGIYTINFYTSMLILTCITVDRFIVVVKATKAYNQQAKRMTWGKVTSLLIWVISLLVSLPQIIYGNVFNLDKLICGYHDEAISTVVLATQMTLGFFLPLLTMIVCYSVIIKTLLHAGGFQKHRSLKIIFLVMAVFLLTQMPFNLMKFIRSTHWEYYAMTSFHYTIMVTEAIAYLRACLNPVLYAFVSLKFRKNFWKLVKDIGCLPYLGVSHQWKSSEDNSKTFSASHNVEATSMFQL
* marks the source's active call; other numbers are inactive results; & = joins results of further samples. A portion of the library. The share of hits here may be higher or lower than overall.

SMILES	MPTP block	EBI2 antag	CXCR6 block
CC(NS(=O)(=O)c1ccc(Br)cc1F)[C@H](O)c1ccccc1 (stereo partly drawn)	-0.4	-2	3
COCCCNC(=O)c1cc(S(=O)(=O)N2CCC3(CC2)OCCO3)ccc1F	3.1	-7	0
CN(Cc1ccccc1)C(=O)COC(=O)c1c[nH]c2ccccc12	0.8	4	-8
Cc1ccc(Cc2c(-c3ccc(Cl)cc3)nc3c(C)cc(Br)cn23)cc1	-1.5	3	1
COc1cc(CN2C(=O)C(C)ON=C2c2ncccc2C)cc(OC)c1 (stereo not drawn)	-1.3	0	1
CCC(=O)N1CCCC1(C)C(=O)Nc1ccc2nc(C)ccc2c1 (stereo not drawn)	-0.1	5	-2
COc1cc(C(=O)N2CCCCC2c2cc(C(=O)Nc3ccccc3)no2)cc(OC)c1C (stereo not drawn)	0.5	8	9
COc1cccc(C(C)(O)c2nc(-c3ccccc3)cs2)c1 (stereo not drawn)	3.1	-1	0
COc1ccc(Cc2c(-c3ccc(C)cc3)nc3c(C)cc(Br)cn23)c(C)c1	0.2	0	2
C/C=C/c1cccc(-c2nc(C(=O)NC3CCC3)cc3c2[C@@H](CCO)N(S(=O)C(C)(C)C)C3)c1 (stereo partly drawn)	1.1	0	-8
CCOc1ccc(OCC(=O)N2CCN(S(=O)(=O)c3ccccc3)CC2)cc1	0.9	59*	1
COc1cccc(CNc2nc3cc(-c4ccsc4)sc3c(=O)n2C)c1OC	1.7	12	-2
CCCC1NC(=O)c2cc3ccccc3cc2-n2c1nc1ccc(F)cc1c2=O (stereo not drawn)	-1.1	17	-6
CCOC1=C2[C@@H](CN(S(=O)(=O)c3ccc(C)cc3)[C@H]2c2ccccc2)[C@H]2C(=O)N(Cc3ccccc3)C(=O)[C@H]2C1	1.8	6	6
CC1(C(=O)NCc2ccc3c(c2)OCO3)CCN1CCc1ccccc1 (stereo not drawn)	-0.3	1	0
COC(=O)c1ccc2cc(OC)c(OC)cc2c1	0.1	0	-5
c1ccc(-c2cc3nc(NCC4CC4)nc(NCC4CCCCC4)c3s2)cc1	75*	56*	8
CC(C)[C@H](NC(=O)c1c(F)cccc1F)C(=O)OCC(=O)NNC(=O)c1ccccc1	-0.2	10	-6
Cc1ccccc1NC(=O)Nc1nc(C2CCC(=O)N2)cs1 (stereo not drawn)	-0.2	1	6
C=CCn1c(Cn2c(-c3cnccn3)nc3ccccc32)nc2ccccc21	-0.7	1	12
Cc1ccc(NC(=O)CSc2nnc(NC3CC3)s2)cc1S(=O)(=O)N1CCOCC1	0.1	-10	0
CC(C)NC(=O)N(C)C[C@H]1OCc2cnnn2CCCC(=O)N([C@H](C)CO)C[C@@H]1C	-1.3	-12	5
CCOC(=O)C1(C)CCN1C(=O)Cc1ccc(OC)cc1 (stereo not drawn)	-0.2	5	-4
O=S1(=O)N[C@@H](Cc2ccccc2)COc2cc(N3CCC[C@@H]3CO)ccc21	-0.3	-21	-18
Cn1ncc2c(=S)[nH]c(=S)[nH]c21	-0.1	26	4
C[C@H]1CN([C@@H](C)CO)C(=O)CCCn2cc(nn2)CO[C@@H]1CN(C)S(=O)(=O)c1ccc(-n2cccn2)cc1	-0.8	-4	-4
CC(C)C[C@H]1CNC(=S)N1CC1CCCN1C[C@H](Cc1ccccc1)N1C[C@H](Cc2ccccc2)N(CC2CCCCC2)C1=S (stereo partly drawn)	-1.1	15	6
CCCCn1nnnc1C(c1ccccc1)N1CCN(c2ccccn2)CC1 (stereo not drawn)	1.0	-4	3
CCCNC(=O)C1(C)CCCN(C(=O)c2ccc(C)c(F)c2)C1 (stereo not drawn)	-0.3	-3	-7
CC(C)C[C@H]1CNC(=S)N1C[C@H]1CCCN1C[C@H](Cc1ccc(O)cc1)N1C[C@H](Cc2ccccc2)N(CC2CCCCCC2)C1=S	1.9	26	5

Single records, as listed above. Order of values: MPTP block, EBI2 antag, CXCR6 block
`CCCCn1nnnc1C(c1ccccc1)N1CCN(c2ccccn2)CC1` (stereo not drawn) is entered as 1.0, -4, 3
`CCOC(=O)C1(C)CCN1C(=O)Cc1ccc(OC)cc1` (stereo not drawn) is entered as -0.2, 5, -4
`CCCNC(=O)C1(C)CCCN(C(=O)c2ccc(C)c(F)c2)C1` (stereo not drawn) is entered as -0.3, -3, -7
`CC(C)NC(=O)N(C)C[C@H]1OCc2cnnn2CCCC(=O)N([C@H](C)CO)C[C@@H]1C` is entered as -1.3, -12, 5
`CC(C)C[C@H]1CNC(=S)N1CC1CCCN1C[C@H](Cc1ccccc1)N1C[C@H](Cc2ccccc2)N(CC2CCCCC2)C1=S` (stereo partly drawn) is entered as -1.1, 15, 6

Entries listed so far that have a halogen, in the order listed:
SMILES	MPTP block	EBI2 antag	CXCR6 block
CC(NS(=O)(=O)c1ccc(Br)cc1F)[C@H](O)c1ccccc1 (stereo partly drawn)	-0.4	-2	3
COCCCNC(=O)c1cc(S(=O)(=O)N2CCC3(CC2)OCCO3)ccc1F	3.1	-7	0
Cc1ccc(Cc2c(-c3ccc(Cl)cc3)nc3c(C)cc(Br)cn23)cc1	-1.5	3	1
COc1ccc(Cc2c(-c3ccc(C)cc3)nc3c(C)cc(Br)cn23)c(C)c1	0.2	0	2
CCCC1NC(=O)c2cc3ccccc3cc2-n2c1nc1ccc(F)cc1c2=O (stereo not drawn)	-1.1	17	-6
CC(C)[C@H](NC(=O)c1c(F)cccc1F)C(=O)OCC(=O)NNC(=O)c1ccccc1	-0.2	10	-6
CCCNC(=O)C1(C)CCCN(C(=O)c2ccc(C)c(F)c2)C1 (stereo not drawn)	-0.3	-3	-7

The results go on:
SMILES	MPTP block	EBI2 antag	CXCR6 block
O=c1c(-c2ccccc2)cocc1-c1ccccc1	0.4	6	0
COc1ccc(/C=C(/NC(=O)c2ccc(Br)cc2)C(=O)Nc2cccc(C(=O)O)c2)cc1	-1.4	0	0
CCOC(=O)[C@]12CCCC=C1N(Cc1ccco1)C(=O)[C@H](CC(=O)NCc1ccccc1)C2	0.5	-12	0
CC(C)c1ccc(NC(=O)Nc2nc(C(N)COCc3ccccc3)cs2)cc1 (stereo not drawn)	6.2	6	-15
CCCNC(=O)c1cc(C2CCCCN2S(=O)(=O)c2ccc(OC)cc2)on1 (stereo not drawn)	-0.6	3	0
COc1cccc(C(O)c2nc(-c3cc4ccccc4o3)cs2)c1 (stereo not drawn)	5.1	-8	-18
Cc1cc(C)c(C#N)c(OCC2CCCO2)n1 (stereo not drawn)	-1.2	8	4
O=C(NCc1cc(Cl)cc(Cl)c1)c1ccc2nc(COCCO)[nH]c2c1	-1.4	5	-3
CCCCCCCCN1C(=O)[C@H](CC(=O)N2CCN(C(=O)C3CC3)CC2)C[C@@]2(C(=O)OCC)CCCC=C12	-2.3	4	12
O=C(NCc1ccccc1)c1cc(C2COCCN2C(=O)C/C=C/c2ccccc2)on1 (stereo not drawn)	-0.9	4	0
C=C1C(=O)[C@]23C[C@H]1CCC2[C@@]1(C)C(C[C@@H]3O)[C@](C)(C(=O)O)CC[C@@H]1O (stereo partly drawn)	0.4	0	-8
O=C(Nc1cccc(-n2cnnn2)c1)C1CCCN(C(=O)Cc2cccc(Cl)c2)C1 (stereo not drawn)	-1.0	4	-4
CC(=O)OC[C@@H]1CN(Cc2ccccc2)C[C@H](n2cnc3c(N4CCOCC4)ncnc32)O1	-0.5	0	1
C[C@@H]1CCCCO[C@H](CN(C)C)[C@H](C)CN([C@@H](C)CO)C(=O)c2cc(NC(=O)Nc3ccc(C(F)(F)F)cc3)ccc2O1	-2.0	-10	-5
COCCCN1C(=O)C(CC(=O)NC2CCCCC2)CC(C(=O)N2CCOCC2)=C1C (stereo not drawn)	0.1	-15	3
Clc1ccc(-c2nc3c4ccccc4ccn3c2CC2CCCCC2)cc1	-0.6	19	1
COc1cc(NC(=O)N2CCc3nc(NCc4cccc(Oc5ccccc5)c4)ncc3C2)cc(OC)c1OC	2.2	-2	-13
CC(=O)N(O)c1ccc(C=Cc2ccccc2)cc1	1.4	-9	-1
COc1ccc(Nc2nc(NC(C)C)nc3ccsc23)cc1OC	-0.8	6	-5
Cc1cccc(C)c1-n1nnnc1C(CCc1ccccc1)N1CCN(C/C=C/c2ccccc2)CC1 (stereo not drawn)	1.9	40*	12
CCOC(=O)[C@]12CCC=C1N(Cc1ccc3c(c1)OCO3)C(=O)[C@H](CC(=O)NCCc1ccccc1OC)C2	-3.2	4	-9
COc1ccccc1-c1ccc([C@@H]2C[C@H]3[C@H](CON3C)CN2C(=O)c2ccco2)cc1	-0.3	3	2
CCOC(=O)[C@]12CCCC=C1N(Cc1ccc(Cl)cc1Cl)C(=O)[C@H](CC(=O)NCc1ccc(C)o1)C2	0.0	21	15
O=C(NCc1cccnc1)c1ccc2sc([C@H]3C[C@H](O)[C@@H](CO)O3)nc2c1	-0.5	-14	-8
CC1(C(=O)NS(=O)(=O)c2ccccc2Cl)CCN1C(=O)CCc1cccs1 (stereo not drawn)	0.4	-7	-2
CC(C)(C)Cc1c(-c2ccc(F)cc2)nc2ccc(Br)cn12	-0.2	-27	6
CC1(C(=O)Nc2cnc3ccccc3c2)CCN1Cc1ccccc1Cl (stereo not drawn)	1.8	11	-7
CC(=O)Nc1cccc(-c2ccnc3c2CC(C)(C(=O)NCC2CC2)O3)c1 (stereo not drawn)	0.1	5	1
COc1ccc(-n2c(C)c3c(C)nnc(C)c3c2C)cc1OC	0.0	0	0
Cc1cccc(C)c1-n1nnnc1C(c1ccnc2ccccc12)N(C)Cc1ccc(Cl)c(Cl)c1 (stereo not drawn)	1.9	37	7
CCCc1cnc(Nc2nc(C(N)Cc3ccc(OC)cc3)cs2)nc1 (stereo not drawn)	4.0	7	-4
COCCN1C(=O)CCC1(C)C(=O)NC(C)(C)C (stereo not drawn)	-0.9	-11	0
O=C(Nc1ccc(F)c(Cl)c1)c1cc(C2CCCN(C(=O)CCc3ccccc3)C2)on1 (stereo not drawn)	3.1	18	10
COc1ccc(-n2nnnc2C(c2ccccc2)N2CCN(C/C=C/c3ccccc3)CC2)cc1 (stereo not drawn)	1.6	53*	9
COc1ccc(OC)c(CNC(=O)c2[nH]c(C(F)(F)F)nc2-c2ccccc2)c1	-1.2	-6	-5
Cc1ccc(C(=O)NCCc2nnc3ccc(SCC(=O)Nc4nnc(C)s4)nn23)cc1	0.4	-8	-3
Cn1c(Oc2cccnc2CN2CCCC2)nc2cc(-c3cccc(C(F)(F)F)c3)sc2c1=O	0.0	-7	6
O=C(c1ccoc1)N1CCN(c2cc(-c3cccnc3)nc3cc(-c4cccc(Cl)c4)nn23)CC1	2.1	26	-16
NC(Cc1ccc(C(F)(F)F)cc1)c1csc(Nc2ccc(C(=O)NCc3ccco3)cn2)n1 (stereo not drawn)	2.1	-16	-6
Cn1c(=O)c2cc(NC(=O)CCc3ccccc3)ccc2n1-c1ccccc1F	-1.2	-11	1
N#Cc1ccc(OCC(=O)Nc2nc(-c3ccccn3)cs2)cc1	-1.5	-8	5
CCOC(=O)C(c1nc2ccccc2[nH]1)n1c(-c2ccccn2)nc2ccccc21 (stereo not drawn)	-1.8	-7	2
Cc1cccc(C)c1NC(=O)C1(C)CCC(=O)N1c1cc(C(C)(C)C)nn1C (stereo not drawn)	-1.0	0	-2
COc1ccccc1CN(C)C[C@H]1OCc2cnnn2CCCC(=O)N([C@@H](C)CO)C[C@@H]1C	-0.7	-11	4
CC(C)(C)n1nnnc1C(c1ccccc1)N1CCN(c2ncccc2C(F)(F)F)CC1 (stereo not drawn)	-2.0&1.2	3&14	1&-6
Cc1cc(CNC[C@H]2O[C@@H](n3cnc4c(N)ncnc43)[C@H](O)[C@@H]2O)no1	-1.4	-6	-1
COc1cccc(CN2CC(C(=O)N3CCSCC3)CCC2=O)c1 (stereo not drawn)	-0.1	-2	2
CC(=O)Nc1ccc(CN2C(=O)C(C)(C)ON=C2c2ccc(NC(C)=O)cc2)cc1	-0.9	6	6
CCCC(=O)N(Cc1cc2cc(OC)ccc2[nH]c1=O)c1ccc(OC)cc1	-0.1	-7	6
CCC(CC)C(=O)N(C)c1c(C)nc2c(OCC(=O)C(C)(C)C)cccn12	-0.6	-1	-9

Later entries:
SMILES	MPTP block	EBI2 antag	CXCR6 block
CC(=O)NC(C)(c1ccccc1)c1nc(-c2ccc(S(C)(=O)=O)cc2)cs1 (stereo not drawn)	0.6	-7	1
Cc1ccc(S(=O)(=O)N2CCCc3ccccc32)cc1	-0.5	0	4
CC(C)(C)n1nnnc1C(c1ccccc1)N1CCCN(Cc2ccc(F)cc2)CC1 (stereo not drawn)	0.9	5	3
CC1OC2CC(=O)OC2C2=C1C(=O)c1c(O)cccc1C2=O (stereo not drawn)	10	-28	79*
O=C(NCc1ccc(F)c(F)c1)C1Cc2c(-c3ccc4c(c3)OCO4)ccnc2O1 (stereo not drawn)	-0.8	-2	3
O=C1NCCc2onc(-c3ccc(Br)cc3)c21	-0.6	-3	1
O=C(COC(=O)c1ccco1)Nc1cccc(S(=O)(=O)N2CCOCC2)c1	-1.1	-5	2
